Assay outcomes as filed in PubChem BioAssay.
BoNT-A LC inh2 = BoNT/A light chain protease inhibitors, primary screen, biochemical, flow cytometry, MLPCN library. Botulinum neurotoxin type A light chain protease (Clostridium botulinum A str. ATCC 3502). multiplex microsphere protease substrate cleavage. inhibition, % at 10 µM. 360,000 tested, 0.17% active. AID 588499, 2011; note: plate controls were buffer without enzyme for full effect and enzyme alone for no effect
FadD28 FP inh = inhibitors of FadD28 bisubstrate probe binding, primary screen, biochemical, fluorescence polarization, single point; Mycobacterium tuberculosis FadD28 fatty-acid-AMP ligase; AID 588549, 2011; inhibition, % at 12.5 µM; 360,000 tested, 0.22% active; in the data active = inhibition above about 8.5%, passing the limit was not always enough; inconclusive = no clear call, values can overlap the other calls
BoNT-F LC inh = BoNT/F light chain protease inhibitors, primary screen, biochemical, flow cytometry, MLPCN library; Botulinum neurotoxin type F light chain protease (Clostridium botulinum); Multiplex microsphere protease cleavage assay; inhibition, % at 10 µM; 360,000 tested, 0.22% active; in the data active = inhibition above about 35%, passing the limit was not always enough; inconclusive = no clear call, values can overlap the other calls; note: plate controls were buffer without enzyme for full effect and enzyme alone for no effect
Mtb BioA inh = M. tuberculosis BioA enzyme inhibitors, primary screen, biochemical, plate reader, single point, HTS; purified M. tuberculosis BioA enzyme; inhibition, % at 9.99 µM; 360,000 tested, 0.096% active; in the data active = inhibition above about 40%; inconclusive = no clear call, values can overlap the other calls
UGM FP inh = M. tuberculosis UGM enzyme inhibitors, primary screen, biochemical, fluorescence polarization, single point; UDP-galactopyranose mutase (Mycobacterium tuberculosis (strain ATCC 25618 / H37Rv)), …; purified UGM, fluorescence polarization probe displacement; inhibition, % at 10 µM; 320,000 tested, 0.06% active; AID 504406, 2011; in the data active = inhibition above about 10%, passing the limit was not always enough; inconclusive = no clear call, values can overlap the other calls
Target sequence (P9WIQ1 whole entry, looked up): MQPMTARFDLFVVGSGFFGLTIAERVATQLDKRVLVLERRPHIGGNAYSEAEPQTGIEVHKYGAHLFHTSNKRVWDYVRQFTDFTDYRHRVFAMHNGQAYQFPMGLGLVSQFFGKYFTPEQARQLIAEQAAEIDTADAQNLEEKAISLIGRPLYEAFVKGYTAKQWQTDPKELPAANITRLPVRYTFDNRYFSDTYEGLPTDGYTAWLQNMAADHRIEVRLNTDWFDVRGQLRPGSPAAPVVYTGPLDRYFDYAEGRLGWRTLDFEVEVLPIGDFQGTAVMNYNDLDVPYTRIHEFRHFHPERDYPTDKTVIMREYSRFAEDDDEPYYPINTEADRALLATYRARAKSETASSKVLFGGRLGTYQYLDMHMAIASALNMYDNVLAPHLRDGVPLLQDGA
PfHsp40 rescue = rescue of yeast from PfHsp40 toxicity, primary screen, S. cerevisiae, ATP luminescence | growth rescue, % at 12.5 µM | S. cerevisiae expressing PfHsp40, growth rescue | 340,000 tested, 0.68% active; in the data active = growth rescue above about 28%, passing the limit was not always enough; inconclusive = no clear call, values can overlap the other calls;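 note: yeast W303a lacking pdr1 and pdr3 grown in galactose medium; growth measured after three days at 30 °C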
GDH-TPI inh = GDH-TPI coupling enzyme inhibitors, primary screen, artefact control for M. tuberculosis FBA inhibitor project, biochemical, absorbance, full deck | GDH-TPI coupled enzyme counterscreen, NADH absorbance | inhibition, % at 4.8 µM | 360,000 tested, 1.2% active | AID 588335, 2011; in the data active = inhibition above about 30%;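 note: 0% = DMSO wells and 100% = wells lacking the enzyme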
FBA Mtb inh = Mtb FBA enzyme inhibitors, primary screen, biochemical, fluorescence, strain H37Rv; 360,000 tested, 2.3% active; purified M. tuberculosis FBA, fluorescence read-out; AID 588726, 2011; inhibition, % at 1 µM; Fructose-bisphosphate aldolase (Mycobacterium tuberculosis (strain ATCC 25618 / H37Rv)), …; in the data active = inhibition above about 27%;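 note: 0% = vehicle and 100% = reference inhibitor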
Target sequence (P9WQA3 whole entry, looked up): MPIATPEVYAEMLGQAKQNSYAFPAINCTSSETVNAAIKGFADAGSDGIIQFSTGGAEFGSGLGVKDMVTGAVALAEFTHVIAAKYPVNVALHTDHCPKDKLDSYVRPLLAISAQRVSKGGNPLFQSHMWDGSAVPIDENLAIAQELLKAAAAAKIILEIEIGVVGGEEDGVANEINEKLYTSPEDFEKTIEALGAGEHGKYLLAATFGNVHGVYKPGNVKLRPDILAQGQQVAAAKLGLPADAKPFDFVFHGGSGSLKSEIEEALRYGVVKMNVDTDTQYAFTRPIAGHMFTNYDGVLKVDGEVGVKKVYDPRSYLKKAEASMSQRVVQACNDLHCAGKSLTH
Anthrax LF prot = Bacillus anthracis LF protease inhibitors, primary screen, biochemical, multiplex microsphere, MLPCN library | Lethal factor (Bacillus anthracis), P15917 | multiplex microsphere protease cleavage assay | inhibition, % at 10 µM | 360,000 tested, 0.12% active; note: plate controls were buffer without enzyme for full effect and enzyme alone for no effect
The depositor's hits bear a star; ? = inconclusive; · = no result given; & = joins results of further samples. Cut-off read from the data, not from the text of the source, unless noted: active = inhibition above about 30%; inconclusive = no clear call, values can overlap the other calls; inactive = below that.

Value order: GDH-TPI inh	FBA Mtb inh	BoNT-A LC inh2	Mtb BioA inh	BoNT-F LC inh	UGM FP inh	FadD28 FP inh	Anthrax LF prot	PfHsp40 rescue
CN1CCN(c2ccccc2NC(=O)c2cccc(OCc3ccccc3)c2)CC1
 : 4	0	-0.6	-0.3	-15	-3.8	0.5	-10	-0.3
O=C(C1Cc2ccccc2CN1S(=O)(=O)c1ccc(F)cc1)N1CCCCC1 (configuration not stated)
 : 7	-1	2.9	0.7	5	-1.1	-1.9	-3	-0.4
CN1C(=O)CCC(CCC(=O)O)(c2ccccc2O)C1=O (configuration not stated)
 : 4	5	0.0	-0.8	14	0.5	0.3	6	1.9
Cc1cc(C)n2nc(C(F)(F)F)c(-c3ccccc3)c2n1
 : 3	2	0.3	-1.1	5	0.9	-0.9	12	-0.2
Cc1ccccc1NC(=O)COC(=O)c1ccccc1SCC(=O)N1CCCC1
 : 0	5	0.5	2.3	3	-0.1	1.3	1	-0.2
CC(=N)C1=C(O)CC(C)(C)CC1=O
 : 4	1	-0.2	-1.1	-7	0.0	-1.8	0	0.6
COc1ccccc1CNC(=O)c1ccc(SC)cc1OC
 : 0	1	-0.6	0.9	-11	1.9	-2.5	-2	-0.4
COc1ccccc1NC(=O)CSc1nnc(CCC(=O)Nc2ccccc2F)n1C
 : 18	6	-0.2	-1.1	-2	-0.8	-0.6	-1	-0.9
O=C(NC1CCCCC1)C(c1ccccc1F)N(Cc1ccco1)C(=O)c1ccccn1 (configuration not stated)
 : -8	1	-1.1	-0.2	4	-0.9	0.9	-1	0.1
O=C(Cn1cnc2c(nnn2-c2ccc(F)cc2)c1=O)N1CCCC1
 : 1	-1	0.2	-0.7	9	1.1	-0.6	0	2.2

New compounds follow.
Value order: GDH-TPI inh	FBA Mtb inh	BoNT-A LC inh2	Mtb BioA inh	BoNT-F LC inh	UGM FP inh	FadD28 FP inh	Anthrax LF prot	PfHsp40 rescue
O=C(N[C@H]1C/C=C\C[C@@H](CC(=O)N(CCO)Cc2ccccc2)C(=O)N2CCC[C@H]2COC1=O)OCC1c2ccccc2-c2ccccc21
 : 1	2	0.0	-0.4	-5	0.9	-2.0	-2	0.4
N#C/C(=C\c1cccs1)c1nc2ccccc2[nH]1
 : 29	-3	-0.4	-1.3	0	-0.3	-4.7	-1	5.5
CC(C)c1nc(CNC(=O)C2CCC(=O)N(CCc3ccc(Cl)cc3)C2)no1 (configuration not stated)
 : 0	0	-0.4	0.1	-1	-3.4	-1.1	1	4.8
Cc1ccc(S(=O)(=O)n2cc(-c3ccccc3)c(N)n2)cc1
 : 7	1	-0.4	0.0	-4	-1.7	-2.2	-1	-0.9
CCC(=O)Nc1ccc(NC(=O)CN2CCCC(C)C2)c(Cl)c1 (configuration not stated)
 : -1	3	-0.5	4.7	9	-1.4	0.0	6	0.5
CN(C)S(=O)(=O)c1cccc(NC(=O)c2ccncc2)c1
 : -5	0	3.1	1.0	-16	-3.1	-0.9	-2	-1.4
C[C@H](CO)N1C[C@H](C)[C@@H](CN(C)Cc2cncnc2)Oc2cc(Br)ccc2S1(=O)=O
 : 5	-1	-0.1	1.6&-0.2&0.6	0	·	-0.8	-5	·
Cc1cc(C)n(-c2ccc(NC(=O)C3CCN(Cc4cnc(C)s4)CC3)cc2)n1
 : 4	2	-3.1	0.0	-6	0.9	-0.8	2	-2.2
CN(C)S(=O)(=O)c1ccc(C(=O)NCc2nnc(SCC(=O)Nc3ccc(F)cc3)n2-c2ccc(F)cc2)cc1
 : -4	1	0.5	4.4	-9	3.2	-5.9	-5	0.3
CC(=O)Nc1ccc(Cl)c(-c2nc3ncccc3o2)c1
 : 1	9	-1.3	7.4	24	0.6	-2.6	4	0.6

The list goes on:
Value order: GDH-TPI inh	FBA Mtb inh	BoNT-A LC inh2	Mtb BioA inh	BoNT-F LC inh	UGM FP inh	FadD28 FP inh	Anthrax LF prot	PfHsp40 rescue
Cc1ccccc1NC(=O)c1ocnc1C
 : 10	-1	0.3	-0.4	-7	-1.4	-0.1	4	0.6
COc1ccc(NC(=O)c2ccccc2CC[N+](=O)[O-])cc1
 : 4	1	-0.2	-0.2	2	-2.3	-0.4	-9	-1.6
Oc1ccc(CN2CCCc3ccccc32)c2cccnc12
 : 0	-3	1.4	·	-44	-2.7	-6.2	1	38*
COc1ccc2c(c1)CC/C(=C\C=C\c1ccccc1)C2=O
 : 8	-1	7.2	36	4	0.3	-4.5	11	-0.4
Nc1nonc1C(=O)NCCNc1ncccc1[N+](=O)[O-]
 : 7	-1	-0.9	·	5	2.7	-1.5	1	1.8
CC(=O)c1sc(N/N=C/c2cccc(O)c2)nc1C
 : 23	-3	-0.7	0.5	1	0.9	-0.1	-4	0.7
Cc1cccc(C(=O)NCc2nnc(SCC(=O)NC(C)c3ccccc3)n2C)c1 (configuration not stated)
 : 6	-2	-0.4	·	-15	-2.3	-0.1	-3	0.1
N#Cc1ccc(-c2cccnc2)nc1SCc1ccc(Cl)cc1Cl
 : 23	-4	0.3	0.1	-17	-0.8	-3.1	1	0.5
C/C(=C\C(=O)O)C(=O)Nc1nccs1
 : -3	-2	1.1	-1.5	?	-3.3	-3.2	2	0.4
Cc1ccc2oc(C(=O)N3CCC(N4CCSCC4)CC3)c(C)c2c1
 : 1	3	-0.7	4.8	-7	-1.4	-0.1	-1	9.3

The list goes on:
Value order: GDH-TPI inh	FBA Mtb inh	BoNT-A LC inh2	Mtb BioA inh	BoNT-F LC inh	UGM FP inh	FadD28 FP inh	Anthrax LF prot	PfHsp40 rescue
COc1ccc2sc(N(CCCN(C)C)C(=O)c3ccc(S(=O)(=O)N(C)C4CCCCC4)cc3)nc2c1
 : 2	-1	-1.0	-2.0	-6	0.7	-4.6	-7	-0.7
O=C(NCc1ccccc1)N1CCOCC1
 : -1	2	-0.9	·	-7	-3.2	-3.3	4	-1.5
CCCOc1ccc(Cc2c(COCC)[nH]c(=S)[nH]c2=O)cc1
 : 4	2	0.1	11	-4	·	-0.3	-8	-1.6
COC(=O)CN(c1cc(C(F)(F)F)ccc1Cl)S(C)(=O)=O
 : -7	4	0.2	-0.6	2	0.0	-0.6	0	0.7
CC1(C)NC(=O)N(CC(=O)N2CCN(c3ccc([N+](=O)[O-])cc3)CC2)C1=O
 : 15	-4	-0.5	-0.7	1	-0.2	0.1	0	1.2
CCOC(=O)c1c(C)[nH]c(C)c1C(=O)COC(=O)c1c(OC)cccc1OC
 : 7	2	0.0	0.8	-4	-2.5	-0.9	-1	-1.1
CCOc1ccc(CN2CCN(Cc3ccsc3)C(CCO)C2)cc1CO (configuration not stated)
 : -2	2	0.2	·	0	3.4	-3.3	0	-0.6
CCc1c(C)nc2ncnn2c1N1CCCC(C(=O)NCc2ccco2)C1 (configuration not stated)
 : 15	3	1.8	4.2	18	-2.0	-0.8	3	0.5
N=C1C(c2nc3ccccc3[nH]2)=C(O)CN1C1CCCCC1
 : -3	3	0.1	·	-8	-0.7	-1.1	-6	-0.9
CCN(c1ccc(NC(=O)CN2C(=O)NC3(CCOc4ccccc43)C2=O)cc1)C(C)C (configuration not stated)
 : 0	-3	-0.9	·	0	1.2	0.9	-5	-1.2

New compounds follow:
Value order: GDH-TPI inh	FBA Mtb inh	BoNT-A LC inh2	Mtb BioA inh	BoNT-F LC inh	UGM FP inh	FadD28 FP inh	Anthrax LF prot	PfHsp40 rescue
CCN(C(=O)c1ccc(NC(C)=O)cc1)c1ccccc1C
 : 6	0	-0.6	0.6	2	-1.5	-1.0	-2	-0.9
CSC(=NS(=O)(=O)c1ccc(N)cc1)NS(=O)(=O)c1cccs1
 : 5	1	-0.1	·	-1	·	17*	-3	15
Cc1ccc(NC(=O)Cn2c(=O)c3cccn3c3ccccc32)cc1
 : 6	4	-0.4	-3.5	7	0.5	-0.6	0	3.1
Cc1ccc(N(CC(=O)NCc2ccc3c(c2)OCO3)C(=O)c2csnn2)cc1
 : 6	4	0.5	-0.6	-4	0.8	-1.8	3	-0.5
CCCCn1c(O)c(N=NC(=O)c2ccncc2)c2cc(Br)ccc21
 : 5	1	-1.9	0.1	-1	-0.8	-0.3	-2	-0.5
Nc1nc(N)c2cnnn2n1
 : 6	2	-0.4	-0.4	-1	·	-0.3	-7	0.8
c1cncc(-c2ccnc3ncnn23)c1
 : 12	1	0.1	·	2	-0.5	-1.9	-1	-0.8
O=C(NCC1OCCCN1S(=O)(=O)c1ccc(F)cc1)C(=O)NC1CCCC1 (configuration not stated)
 : -8	2	1.3	2.3	7	0.9	-0.2	1	-0.5
CC(=O)c1cn(C(=O)c2ccc(Cl)cc2)c2ccccc12
 : 6	0	2.2	1.4	-10	-4.7	0.0	-10	·
Cc1ccc(C2CC(C(F)(F)F)n3nc(C(=O)NCc4c(C)nn(C)c4C)c(Cl)c3N2)cc1 (configuration not stated)
 : 5	-1	0.2	2.9	6	0.1	-3.3	5	0.8

(listing goes on)
Value order: GDH-TPI inh	FBA Mtb inh	BoNT-A LC inh2	Mtb BioA inh	BoNT-F LC inh	UGM FP inh	FadD28 FP inh	Anthrax LF prot	PfHsp40 rescue
O=C(Nc1ccc2[nH]c(=O)[nH]c2c1)c1cccc([N+](=O)[O-])c1
 : 4	1	2.0	0.1	?	-3.5	3.0	10	0.7
COc1ccc(OC)c(S(=O)(=O)CC(O)CS(=O)(=O)c2ccccc2)c1 (configuration not stated)
 : -3	-2	-1.9	0.3	-7	0.5	-2.9	0	0.1
CCCCn1c(-c2ccc(C(C)(C)C)cc2)nc2cc3[nH]c(=O)c(C(C)C)nc3cc21
 : 1	15	8.5	0.3	-16	1.3	0.5	2	-0.1
CCc1nn(C(C)C(=O)NC2CCCCCC2)c(=O)c2cc3occc3n12 (configuration not stated)
 : -7	1	-0.1	1.4	1	0.1	-6.4	-1	-0.9
COc1ccc(-c2ccc(SCC(=O)NCc3ccc4c(c3)OCO4)nn2)cc1OC
 : 10	2	-0.1	·	2	1.3	0.3	-2	2.2

Some entries already given, reduced to GDH-TPI inh, UGM FP inh and Anthrax LF prot:
compound	GDH-TPI inh	UGM FP inh	Anthrax LF prot
O=C(Nc1ccc2[nH]c(=O)[nH]c2c1)c1cccc([N+](=O)[O-])c1	4	-3.5	10
COc1ccc(OC)c(S(=O)(=O)CC(O)CS(=O)(=O)c2ccccc2)c1 (configuration not stated)	-3	0.5	0
CCCCn1c(-c2ccc(C(C)(C)C)cc2)nc2cc3[nH]c(=O)c(C(C)C)nc3cc21	1	1.3	2
CCc1nn(C(C)C(=O)NC2CCCCCC2)c(=O)c2cc3occc3n12 (configuration not stated)	-7	0.1	-1
